Pol iota inh: blocks human DNA polymerase iota activity | AID 588590 | Q9UNA4 | Potency, µM (top dose mostly 115 µM), without a hit: at the top dose activity, negative = inhibition, actives largely listed as inhibitors | hit rate 1% among 390,000 | Pol iota fluorescent replication assay, 10 min; further: potency means the concentration at half of the fitted maximal effect
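Fluorescent replication assay read twice, at 0 min and 10 min after adding 50 nM (final) substrate. Enzyme (10 nM) and compounds were first incubated 15 min at room temperature; enzyme-free buffer wells were negative controls.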
POLK inh: DNA polymerase kappa (human) inhibition. AID 588579. Potency, µM (titrated, usually from 107 µM), without a hit: at the top dose activity, negative = inhibition, usual class: inhibitors. hit rate 0.53% among 400,000. purified Pol kappa, fluorescent DNA synthesis assay, 10 min. Q9UBT6; further: potency means the concentration at half of the fitted maximal effect; on the % scale 0 is the no-effect control and ±100 the full control effect
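Kinetic fluorescence screen: compound preincubated 15 min RT with 10 nM enzyme; 50 nM substrate (final) initiates; reads at 0/10 min.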
Tb PGK inh: blocks T. brucei phosphoglycerate kinase; P07378; PGK/GAPDH coupled, Kinase-Glo luminescence, 60 min; Potency, µM (top dose mostly 57.5 µM), for inactives: at the top dose activity change, negative = inhibition, hits mostly inhibitors; hit rate 0.043% among 380,000; AID 602233; further: potency means the concentration at half of the fitted maximal effect; on the % scale 0 is the no-effect control and ±100 the full control effect; nearly all actives have a fitted effect of over 60% in size
Target sequence (P07378 whole entry, looked up): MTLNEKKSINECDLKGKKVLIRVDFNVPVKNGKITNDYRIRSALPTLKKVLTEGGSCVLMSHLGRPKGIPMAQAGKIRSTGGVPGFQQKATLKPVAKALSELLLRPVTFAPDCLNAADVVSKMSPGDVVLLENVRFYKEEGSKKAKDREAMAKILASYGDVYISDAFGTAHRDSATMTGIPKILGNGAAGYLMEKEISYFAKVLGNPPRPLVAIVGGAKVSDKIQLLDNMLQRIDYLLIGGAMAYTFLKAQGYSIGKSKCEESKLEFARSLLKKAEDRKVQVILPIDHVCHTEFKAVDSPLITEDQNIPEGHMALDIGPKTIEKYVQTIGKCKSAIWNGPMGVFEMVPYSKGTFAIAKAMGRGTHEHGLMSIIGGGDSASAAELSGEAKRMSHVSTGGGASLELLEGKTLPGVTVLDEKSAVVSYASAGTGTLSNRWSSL
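Luminescent ATP detection (Kinase-Glo Plus) follows a 60-minute room-temperature incubation, with wells lacking PGK as controls. Buffer: 100 mM TEA (pH 7.6), 5 mM MgCl2, 0.01% Tween-20. Coupling enzyme GAPDH (100 nM final) supplies unstable 1,3-BPG in-well.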
RXFP1 antag: antagonists of human relaxin receptor RXFP1. HEK293-RXFP1, relaxin-stimulated cAMP HTRF, 30 min; active compounds read low. Q9HBX9. activity change, negative = inhibition, % at 57.5 µM. hit rate 0.59% among 350,000;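 active means activity change of -60% or lower, but not beyond a set lower limit; inconclusive means change between -60% and -40%, or beyond the set limit; inactive means change above -40%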; further: on the % scale 0 is the no-effect control and ±100 the full control effect
APEX1 inh: APE1 (human) endonuclease inhibition. P27695. recombinant APE1, TAMRA/BHQ-2 abasic DNA cleavage fluorescence. Potency, µM (doses to about 65.8 µM), without a hit: top-dose activity change, negative = inhibition, usual class: inhibitors. hit rate 0.35% among 350,000. AID 2517;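 further: potency means the concentration at half of the fitted maximal effect; plate controls were vehicle for no effect and reference inhibitor for full effect; nearly all actives have a fitted effect of over 55% in size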
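Kinetic fluorescence read (525 ex/598 em nm, three reads 60 s apart) of AP-site incision; signal = third minus first read. Enzyme 0.75 nM, dual-labelled THF duplex 50 nM, compound preincubation 15 min RT.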
Anesthetic bind: candidate novel general anesthetic via apoferritin binding | AID 485281 | Potency, µM (series often up to 77.5 µM), for inactives: top-dose activity change, negative = displacement, usual class: inhibitors | hit rate 0.074% among 350,000 | apoferritin/1-aminoanthracene competitive binding, fluorescence; further: potency means the concentration at half of the fitted maximal effect; on the % scale 0 is the no-effect control and ±100 the full control effect; nearly all actives have a fitted effect of over 20% in size
Target sequence (P02791 2-175 limits assumed): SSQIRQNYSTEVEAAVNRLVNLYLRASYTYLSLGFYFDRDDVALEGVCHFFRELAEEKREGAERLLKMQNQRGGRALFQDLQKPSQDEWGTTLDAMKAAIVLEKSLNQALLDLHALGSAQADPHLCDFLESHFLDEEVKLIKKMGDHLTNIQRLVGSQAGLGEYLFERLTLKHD
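Read-out: endpoint 1-AMA fluorescence, excitation 380 nm and emission 535 nm, after compounds sit 10 min at room temperature with 10 uM horse-spleen apoferritin in 50% saturated 1-AMA/PBS. Values come from four-parameter Hill fits.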
Pol beta inh: DNA polymerase beta (human) inhibition | Potency, µM (top dose mostly 114 µM), for the others: top-dose activity change, negative = inhibition, actives largely listed as inhibitors | AID 485314 | hit rate 1.3% among 340,000 | Pol beta primer extension/strand displacement, fluorescence kinetic; further: potency means the concentration at half of the fitted maximal effect; on the % scale 0 is the no-effect control and ±100 the full control effect
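10 nM enzyme + cpd, 15 min RT; start with substrate 50 nM final; read 0 min and after 10 min RT. Corrected, normalized data; 4-parameter Hill curve fit.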
POLH inh: inhibitors of human DNA polymerase eta. Q9Y253. recombinant Pol eta, fluorescent DNA replication assay. Potency, µM (highest dose often 114 µM), without a hit: at the top dose activity change, negative = inhibition, usual class: inhibitors. hit rate 1.2% among 390,000. AID 588591; further: potency means the concentration at half of the fitted maximal effect; on the % scale 0 is the no-effect control and ±100 the full control effect
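Pol eta at 10 nM preincubated with compounds 15 min at room temperature; reaction started with fluorescent substrate (50 nM final) and read kinetically at 0 and 10 min.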
BLM helicase inh: inhibitors of human Bloom syndrome helicase BLM; AID 2528; Potency, µM (titrated, usually from 56.1 µM), for inactives: at the highest dose activity change, negative = inhibition, usual class: inhibitors; recombinant BLM DNA unwinding, fluorescence dequenching; P54132; hit rate 0.2% among 350,000;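 further: potency means the concentration at half of the fitted maximal effect; plate controls were vehicle for no effect and no enzyme for full effect; nearly all actives have a fitted effect of over 35% in size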
The depositor's hits bear a star; i = inactive; ? = inconclusive; nt = not tested or not shown; [ ] = remark or other dose. Unless noted, the call rests on the fitted dose curve; in most records, active means well fitted curve in the direction sought with a large enough effect; inconclusive means small, poorly fitted or top-dose-only effect, or another doubt; inactive means no such curve, though single readings can be large; an effect the other way counts as inactive or inconclusive. Not all compounds are listed; count on the stated rates, not on these rows.

Sequence of screens: Pol iota inh, POLK inh, Tb PGK inh, RXFP1 antag, APEX1 inh, Anesthetic bind, Pol beta inh, POLH inh, BLM helicase inh
- O=C(/C=C/c1ccc([N+](=O)[O-])cc1)OCC(=O)N1c2ccccc2Sc2ccccc21
  16%, -7%, i, 1, 10%, -8%, 9%, -14%, -1%
- CC1(C)CCC[C@@](C)([C@H]2CC[C@]3(C)[C@@H]2[C@H](O)CC2[C@@]4(C)CC[C@H](O)C(C)(C)[C@@H]4[C@@H](O)C[C@]23C)O1 (stereo partly drawn)
  nt, 1%[60.1 µM], nt, nt, 12%, ?, nt, nt, -10%
- O=C(NC(=S)NCc1cccnc1)c1cc2ccccc2o1
  -13%, -9%, -4%, 0, 4%, -18%, -12%, -2%, -7%
- CC(=O)N1CCN(Cc2nc3cc(NC(=O)c4ccc(F)cc4)ccc3n2C)CC1
  48%[activator], 8%, -13%, -7, -1%, -5%, 1%, -8%, -7%
- COc1ccc(OCC(=O)Nc2ccc3c(c2)nc(CN2CCCC2)n3C)cc1
  25%, -5%, -7%, 1, 23%, -13%, 31%, -17%, -11%
- CSc1ccc(C(=O)C2CCCN(C(=O)CN3CCOC3=O)C2)cc1 (stereo not drawn)
  29%, 1%, -2%, -9, 14%, -9%, 0%, -4%, -1%
- COc1cc(NC(=O)CSc2nncn2C)c(C)cc1[N+](=O)[O-]
  57%[activator], 1%, -2%, -18, 27%, -8%, 28%, 4%, -2%
- O=C(NNC(=O)c1cccc(-n2cccc2)c1)c1ccccc1
  -20%, -13%, -4%, 7, 29%, nt, nt, -10%, nt
- Cn1c(CNS(=O)(=O)c2ccc(F)cc2)n[nH]c1=S
  24%, -10%, 7%, -1, 13%, -5%, 27%, -3%, -2%
- O=C(Nc1ncc(Cc2ccccc2)s1)C1COc2ccccc2O1 (stereo not drawn)
  ?, -6%, -6%, 0, -2%, -18%, -7%, 3%, -2%
- COc1ccc(CNC(=O)Cn2ccc3cc(S(=O)(=O)N4CCCCCC4)ccc32)cc1OC
  4%, -10%, -6%, -10, nt, 3%, 0%, -17%, -4%
- COc1ccccc1NC(=O)C(C)n1cnc2c(oc3nc4c(cc32)CCCC4)c1=O (stereo not drawn)
  35%, 5%, i, -16, 19%, -12%, 3%, -18%, -6%
- CC(C)CC(=O)Nc1cccc(C(C)O)c1 (stereo not drawn)
  nt, nt, nt, nt, -1%, -15%, 7%, nt, -2%
- Cc1ccc(NC(=O)CN2C(=O)N/C(=C\c3cccn3-c3cccc(C(=O)O)c3)C2=O)cc1
  14µM*, 45µM*, ?, -26, 3.5µM*, ?, 4µM*, 3.5µM*, -10%
- CCC(C)(C(=O)NC1CCCCC1)N(C)C(=O)c1ccc2c(c1)OCO2 (stereo not drawn)
  -2%, -6%, -1%, -4, 4%, -1%, 4%, 0%, -5%

Ordered by the number under RXFP1 antag (highest first): three of the compounds above
| molecule | Pol iota inh | POLK inh | Tb PGK inh | RXFP1 antag | APEX1 inh | Anesthetic bind | POLH inh | BLM helicase inh |
| --- | --- | --- | --- | --- | --- | --- | --- | --- |
| O=C(Nc1ncc(Cc2ccccc2)s1)C1COc2ccccc2O1 (stereo not drawn) | ? | -6% | -6% | 0 | -2% | -18% | 3% | -2% |
| CC(=O)N1CCN(Cc2nc3cc(NC(=O)c4ccc(F)cc4)ccc3n2C)CC1 | 48%[activator] | 8% | -13% | -7 | -1% | -5% | -8% | -7% |
| COc1ccccc1NC(=O)C(C)n1cnc2c(oc3nc4c(cc32)CCCC4)c1=O (stereo not drawn) | 35% | 5% | i | -16 | 19% | -12% | -18% | -6% |

Six records drawn at random from the list so far, as already listed:
Sequence of screens: Pol iota inh, POLK inh, Tb PGK inh, RXFP1 antag, APEX1 inh, Anesthetic bind, Pol beta inh, POLH inh, BLM helicase inh
- COc1ccc(CNC(=O)Cn2ccc3cc(S(=O)(=O)N4CCCCCC4)ccc32)cc1OC
  4%, -10%, -6%, -10, nt, 3%, 0%, -17%, -4%
- COc1cc(NC(=O)CSc2nncn2C)c(C)cc1[N+](=O)[O-]
  57%[activator], 1%, -2%, -18, 27%, -8%, 28%, 4%, -2%
- Cc1ccc(NC(=O)CN2C(=O)N/C(=C\c3cccn3-c3cccc(C(=O)O)c3)C2=O)cc1
  14µM*, 45µM*, ?, -26, 3.5µM*, ?, 4µM*, 3.5µM*, -10%
- O=C(NC(=S)NCc1cccnc1)c1cc2ccccc2o1
  -13%, -9%, -4%, 0, 4%, -18%, -12%, -2%, -7%
- CC1(C)CCC[C@@](C)([C@H]2CC[C@]3(C)[C@@H]2[C@H](O)CC2[C@@]4(C)CC[C@H](O)C(C)(C)[C@@H]4[C@@H](O)C[C@]23C)O1 (stereo partly drawn)
  nt, 1%[60.1 µM], nt, nt, 12%, ?, nt, nt, -10%
- COc1ccc(OCC(=O)Nc2ccc3c(c2)nc(CN2CCCC2)n3C)cc1
  25%, -5%, -7%, 1, 23%, -13%, 31%, -17%, -11%

Additional compounds:
Sequence of screens: Pol iota inh, POLK inh, Tb PGK inh, RXFP1 antag, APEX1 inh, Anesthetic bind, Pol beta inh, POLH inh, BLM helicase inh
- Cc1cccc(NC(=O)CN2C(=S)NC(C)(C)CC2C)c1C (stereo not drawn)
  98%[activator], -13%, -1%, 2, 18%, -9%, 1%, 8%, -11%
- COc1ccccc1OCC(=O)NCc1nc(-c2ccccc2)no1
  11%, -11%, 3%, -12, -1%, -16%, -4%, -2%, -1%
- O=c1nc2n(c3c1oc1ccccc13)Cc1ccccc1-2
  nt, nt, nt, nt, ?, ?, 17%, nt, -4%
- Cc1ccc(-n2nnnc2CNC(=O)c2ccc(Br)o2)cc1C
  -22%, 1%, -7%, 2, 27%, -13%, -1%, -12%, 0%
- Nc1ccccc1SC1CC(=O)N(c2ccc3c(c2)OCCO3)C1=O (stereo not drawn)
  151%[activator], -3%, 7%, 10, -4%, 1%, -3%, -2%, -1%
- O=C(Cc1ccc(-n2cccc2)cc1)NC1CCCCC1
  -3%, -10%, 1%, -3, 7%, -5%, 6%, ?, -4%
- COc1ccc(Cn2nnnc2C(c2ccccc2OC)N2CCC(C(N)=O)CC2)cc1 (stereo not drawn)
  -2%, -5%, 7%, 5, -3%, -10%, -5%, -14%, -2%
- COC(=O)C(CC(=O)Nc1cc(C)ccc1C)Nc1ccccc1OC (stereo not drawn)
  5%, 6%, -3%, -12, 1%, -10%, 13%, -14%, 1%
- CCC(c1nnnn1Cc1ccco1)N1CCC(C(N)=O)CC1 (stereo not drawn)
  -3%, -6%, 0%, 0, 2%, -7%, 2%, -7%, -1%
